# PG9 binder = binds the HIV-1 gp120 antibody PG9; TR-FRET gp120-PG9 antibody binding; inhibition, % at 6.7 µM; 360,000 compounds, 0.43% hits; AID 624416; in the data active = inhibition above about 8.5%
# DAX1 inh-1 = blocks DAX1 repression of SF-1 activated StAR promoter. AID 652010. inhibition, % at 6.8 µM. HEK293T StAR-luciferase reporter, SF-1/DAX-1 repression relief. 370,000 compounds, 1.1% hits;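 active = inhibition above the mean over all tested compounds plus 3 SD, cut at about 3.6% in these data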;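 also: 0% = DAX-1 cells with DMSO and 100% = cells lacking DAX-1 with DMSO; higher inhibition means more luminescence from relief of DAX-1 repression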
# FXN GAA850 act = activators of GAA850 frataxin (FXN) promoter; HEK293 lucGAA850 FXN promoter luciferase reporter, 24 h; percent of 10 µM SAHA response; activation, % at 6 µM; 360,000 compounds, 0.56% hits; AID 540364;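 active = activation above the average of all compounds screened plus 3 SD, cutoff fixed separately per campaign, cut at about 7.5% in these data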;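 also: 0% = DMSO wells and 100% = 10 µM SAHA wells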
# ssDAF12 agonist = activates DAF-12 receptor from parasite S. stercoralis; HEK293 ssDAF-12/GRIP1 lit1-tk-luc reporter, luminescence; % of 3 µM dafachronic acid response; activation, % at 6.8 µM; 370,000 compounds, 1% hits; AID 652126;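 active = activation above the mean over all tested compounds plus 3 SD, cut at about 0.9% in these data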;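 also: 0% = DMSO-only wells and 100% = 3 µM delta7-dafachronic acid wells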
# hgDAF-12 ag = activates the H. glycines DAF-12 receptor ligand-binding domain; activation, % at 6.8 µM; AID 687014; HEK293 GAL4-hgDAF12 UAS-luciferase reporter, agonist luminescence; normalized to butyrate control; 370,000 compounds, 1.8% hits;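 active = activation above a cutoff set at the mean of all screened compounds plus 3 SD, cut at about 10% in these data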;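 also: 0% = DMSO wells and 100% = sodium butyrate wells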
# sPLA2-III inh = Inhibits HGIII-sPLA2 liposome hydrolysis, primary screen | QFRET BODIPY PC-A2 liposome hydrolysis, fluorescence | inhibition, % at 12.2 µM | 370,000 compounds, 0.56% hits | AID 743126;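 active = inhibition above mean plus 3 SD of compounds lying within the high and low control bounds, cut at about 19% in these data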;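 also: 0% = median of test compound wells and 100% = no enzyme DMSO wells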
# Target sequence (Q9NZ20 whole entry, looked up): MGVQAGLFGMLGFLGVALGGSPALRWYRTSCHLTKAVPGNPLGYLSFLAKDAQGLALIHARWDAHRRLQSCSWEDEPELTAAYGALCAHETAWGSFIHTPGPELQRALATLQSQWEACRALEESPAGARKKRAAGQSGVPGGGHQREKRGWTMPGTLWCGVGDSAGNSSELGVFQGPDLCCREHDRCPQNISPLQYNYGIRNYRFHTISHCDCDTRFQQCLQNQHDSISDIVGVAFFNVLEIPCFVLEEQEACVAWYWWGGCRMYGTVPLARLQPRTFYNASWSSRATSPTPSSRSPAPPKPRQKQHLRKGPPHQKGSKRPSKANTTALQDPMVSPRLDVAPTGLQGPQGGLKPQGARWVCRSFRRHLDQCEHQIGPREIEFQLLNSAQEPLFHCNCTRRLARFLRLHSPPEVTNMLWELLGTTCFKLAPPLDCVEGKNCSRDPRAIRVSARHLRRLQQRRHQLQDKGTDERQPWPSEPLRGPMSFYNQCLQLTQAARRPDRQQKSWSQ
# DAX1 inh-2 = inhibits human nuclear receptor DAX1; P51843; HEK293 Gal4-DAX1 luciferase reporter, luminescence; inhibition, % at 6.75 µM; 340,000 compounds, 0.99% hits; AID 504766;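 active = inhibition above the mean over all tested compounds plus 3 SD, cut at about 4.2% in these data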;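 also: 0% = DAX1-transfected cells with DMSO and 100% = empty-vector control cells with DMSO; inhibition shows as a rise in luminescence from relieved DAX1 repression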
# Target sequence (P51843 207-470 limits assumed): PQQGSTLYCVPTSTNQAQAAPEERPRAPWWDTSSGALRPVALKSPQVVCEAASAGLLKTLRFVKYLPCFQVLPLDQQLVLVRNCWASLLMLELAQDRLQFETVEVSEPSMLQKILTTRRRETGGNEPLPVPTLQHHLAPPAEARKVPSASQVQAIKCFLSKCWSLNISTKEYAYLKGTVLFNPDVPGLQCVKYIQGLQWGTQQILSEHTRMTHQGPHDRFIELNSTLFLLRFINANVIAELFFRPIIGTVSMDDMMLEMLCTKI
# SMARCA2 act = activators of SMARCA2 function. 370,000 compounds, 1% hits. activation, % at 9.1 µM. MG213 cells, MMTV-luciferase reporter, dexamethasone, overnight. AID 652017; in the data active = activation above about 7.8%;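 also: 0% = vehicle wells and 100% = reference activator wells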
# hcDAF12 agonist = activators of H. contortus DAF-12 nuclear receptor; 370,000 compounds, 1.4% hits; activation, % at 6.8 µM; AID 652067; HEK293 hcDAF-12 lit1-tk-luc reporter, luminescence; 0% DMSO, 100% Δ7-dafachronic acid;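 active = activation above the mean of all tested compounds plus 3 SD, cut at about 5.5% in these data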;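 also: 100% = response to 3 µM Δ7-dafachronic acid high control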
# PLC-beta3 inh = blocks human PLC-beta3 enzyme activity. inhibition, % at 12.2 µM. 370,000 compounds, 0.18% hits. Purified PLC-beta3, fluorogenic substrate, fluorescence. AID 720704. Q01970; in the data active = inhibition above about 11%;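 also: 0% = median of compound wells on plate and 100% = full blocker control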
# Rev-erbA mod = Rev-erb alpha (human) modulation. P20393. Rev-erbα–FITC-DNA binding, fluorescence polarization, 90 min. activity, % at 10 µM. 370,000 compounds, 0.79% hits. AID 1259318;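 active = activity above about 14%, limit read from the data; passing the limit was not always enough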;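 also: 0% = DMSO wells with 35 nM protein and 100% = DMSO wells with 750 nM protein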
# * = called active by the depositor; / = no result given; & = joins results of further samples.
# The first three entries, to show the layout:
SMILES,PG9 binder,DAX1 inh-1,FXN GAA850 act,ssDAF12 agonist,hgDAF-12 ag,sPLA2-III inh,DAX1 inh-2,SMARCA2 act,hcDAF12 agonist,PLC-beta3 inh,Rev-erbA mod
Cc1nc(SCC(=O)Nc2cc(C)on2)c2c(=O)n(C)c(=O)n(C)c2n1,2.3,0.5,-0.3,-1.2,-1.4,16,0.2,-4,-0.3,-5,6
CC[C@@H]1C=C(C(=O)O)[C@H](c2ccc(Cl)c(Cl)c2)N1S(=O)(=O)c1ccc(C)cc1,0.3,0.3,-0.3,0.0,-3.0,-21,1.9,1,-0.8,-5,-3
CN(C)S(=O)(=O)c1ccc(NC(=O)CSc2nnc(-c3ccco3)n2N)cc1,0.2,-0.7,-0.1,-1.3,0.0,-4,0.8,-3,-0.8,-20,12

# The list itself, repeating the preview:
SMILES,PG9 binder,DAX1 inh-1,FXN GAA850 act,ssDAF12 agonist,hgDAF-12 ag,sPLA2-III inh,DAX1 inh-2,SMARCA2 act,hcDAF12 agonist,PLC-beta3 inh,Rev-erbA mod
Cc1nc(SCC(=O)Nc2cc(C)on2)c2c(=O)n(C)c(=O)n(C)c2n1,2.3,0.5,-0.3,-1.2,-1.4,16,0.2,-4,-0.3,-5,6
CC[C@@H]1C=C(C(=O)O)[C@H](c2ccc(Cl)c(Cl)c2)N1S(=O)(=O)c1ccc(C)cc1,0.3,0.3,-0.3,0.0,-3.0,-21,1.9,1,-0.8,-5,-3
CN(C)S(=O)(=O)c1ccc(NC(=O)CSc2nnc(-c3ccco3)n2N)cc1,0.2,-0.7,-0.1,-1.3,0.0,-4,0.8,-3,-0.8,-20,12
Brc1ccc(-c2csc(N/N=C/c3cccnc3)n2)cc1,2.1,-1.0,5.6,-1.4,0.8,1,-0.3,-6,-2.0,-47,0
CCC(Sc1nc2cc3c(cc2c(=O)n1Cc1ccco1)OCO3)C(=O)Nc1ccccc1OC (stereo not drawn),4.4,0.5,-3.5,-1.1,0.5,4,0.8,-4,0.0,-6,-5
CN(C(=O)COC(=O)c1ccc2c(c1)OCCO2)c1ccccc1,0.9,1.0,1.8,-1.4,0.8,10,0.1,-4,-2.0,-3,0
Cc1cc(C)c(NC(=O)Cn2cnc3c(oc4ccccc43)c2=O)c(C)c1,-0.6,-0.7,-1.2,-0.9,2.6,-4,1.0,0,3.1,-6,-6
COc1cccc(NC(=O)COC(=O)Cc2ccc(Cl)cc2)c1,-0.1,0.7,3.4,0.0,0.2,-13,0.7,3,-0.2,-7,2
CC(=O)c1c(NCc2ccccc2)nc(=O)n(-c2ccccc2)c1C,0.4,0.7,2.2,-1.3,4.3,-4,2.7,1,1.2,1,-2
CCCc1c(O)nc(SCCN(CCC)CCC)[nH]c1=O,0.2,0.9,1.4,-1.2,1.4,4,1.1,4,-0.2,1,-2
CCOC(=O)[C@H]1[C@H]2COc3cc(OC)ccc3[C@@H]2N2C(=O)N(c3cccc(F)c3)C(=O)[C@@]12C,1.2,0.7,1.2,-1.6,0.7,-1,1.1,-1,-1.3,2,2
CCCCC(=O)Nc1ccc(NC(=O)c2ccco2)cn1,2.5,0.8,0.8,-0.5,3.7,3,0.8,-1,-0.9,-4,1
CCOC(=O)c1cnn(-c2cccc(Cl)c2)c1N,-0.4,0.6,4.5,-1.0,7.7,2,1.6,9.4*,0.8,2,1
Cc1cc(NC(=O)c2ccccc2F)on1,-1.7,1.1,4.6,-0.4,6.4,-4,1.6,1,1.5,5,-3
CSc1ncc(Cl)c(C(=O)Nc2cc(C)ccc2C)n1,-0.5,-0.1,0.9,-0.2,-0.9,1,0.9,0,0.4,-6,-3
Clc1cccc(OCc2nnc(-c3ccccc3Br)o2)c1,0.3,0.7,4.2,-0.9,2.0,-8,1.0,-10,-0.1,-1,2
Cc1ccc(Cn2c(SCC(=O)N/N=C/c3ccccc3OCC(=O)O)nc3ccccc32)cc1,0.8,-0.3,0.7,-0.9,1.0,-39,2.0,-2,0.6,4,-7
CCCCOCCCNC(=O)c1ccc2c(c1)OCO2,-1.1,0.8,2.1,-1.5,-3.7,4,-0.4,-1,-1.5,-2,-5
COc1cccc(CN2CCNC(=O)C2CC(=O)N(C)C2CCCCC2)c1OC (stereo not drawn),1.2,-0.7,1.4,-1.4,-3.2,1,0.4,-1,1.6,-18,2
CC(OC(=O)CCOc1ccccc1)C(=O)Nc1ccc(Cl)cn1 (stereo not drawn),2.4,-0.7,2.9,-1.0,-0.1,1,0.8,-1,1.2,-12,3

# Three compounds out of the list above, ordered by their value in hcDAF12 agonist, highest first.
molecule,PG9 binder,DAX1 inh-1,ssDAF12 agonist,sPLA2-III inh,DAX1 inh-2,SMARCA2 act,hcDAF12 agonist,PLC-beta3 inh,Rev-erbA mod
CC(=O)c1c(NCc2ccccc2)nc(=O)n(-c2ccccc2)c1C,0.4,0.7,-1.3,-4,2.7,1,1.2,1,-2
Cc1ccc(Cn2c(SCC(=O)N/N=C/c3ccccc3OCC(=O)O)nc3ccccc32)cc1,0.8,-0.3,-0.9,-39,2.0,-2,0.6,4,-7
CCCCC(=O)Nc1ccc(NC(=O)c2ccco2)cn1,2.5,0.8,-0.5,3,0.8,-1,-0.9,-4,1

# (list continues)
SMILES,PG9 binder,DAX1 inh-1,FXN GAA850 act,ssDAF12 agonist,hgDAF-12 ag,sPLA2-III inh,DAX1 inh-2,SMARCA2 act,hcDAF12 agonist,PLC-beta3 inh,Rev-erbA mod
O=C(N/N=C/c1c[nH]c2ccccc12)C1COc2ccccc2O1 (stereo not drawn),-0.3,-2.4,-1.7,0.3,5.2,-17,-1.8,-1,0.3,-68,7
Cc1nc2ccccn2c1C(=O)N/N=C/c1ccc2c(c1)OCO2,-1.1,0.7,0.5,-0.7,2.3,-4,1.6,0,0.7,0,8
COc1ccc(N(CC(=O)NCC2CCCO2)C(=O)CCC(=O)Nc2nccs2)c(OC)c1 (stereo not drawn),-0.9,0.0,1.0,-0.6,0.1,1,-0.4,-2,2.1,-5,0
O=C(O)c1cccc2c1C(=O)c1cccc3snc-2c13,-1.9,-0.2,-0.7,-1.6,-0.7,1,-0.1,1,0.6,-25,-10
CN1C(=O)C(C)(C)c2cc(S(=O)(=O)N3CCC(C(=O)NCc4ccccc4Cl)CC3)ccc21,2.0,-1.0,0.9,-0.4,-4.7,-3,-0.2,-2,-1.3,1,-3
CCn1c(-c2ccco2)nc2ccccc21,-2.5,1.2,3.5,-0.6,3.1,3,0.0,1,0.3,-6,1
Cc1cccc(N2CCN(C(=O)CSc3ccsc3[N+](=O)[O-])CC2C)c1 (stereo not drawn),-1.3,-0.1,-0.2,-1.3,-2.8,6,1.0,-3,-1.0,2,4
NCCCCC(=O)O,-1.5,0.2,0.1,-1.5,6.5,-3,-0.7,-1,-0.2,0,-6
COc1cccc(C(=O)Cn2c(N3CCOCC3)nc3c2c(=O)n(C)c(=O)n3C)c1,0.6,-0.2,1.2,-0.9,0.7,4,0.6,-1,-1.4,2,0
COc1cccc(-c2cc(C(=O)NC3CCCC3)c3ccccc3n2)c1,-0.5,-0.9,-0.5,0.0,2.4,8,/,-4,3.0,-18,4
CCOCCc1nnc(NC(=O)C2CCN(C(=O)c3ccco3)CC2)s1,-1.7,0.6,2.4,-0.9,0.3,1,-1.7,-3,-0.5,-5,-2
COC(=O)Cn1nc(-c2ccc(C)c(S(=O)(=O)N(C)C)c2)c2ccccc2c1=O,1.0,-0.7,2.0,-1.1,-2.5,2,0.7,-1,-1.9,4,4
COc1ccc(S(=O)(=O)N2CCC3(CC2)CC(=O)c2ccccc2O3)cc1C,-0.6,-1.1,-0.7,-1.2,1.5,7,0.5,-1,-1.5,3,-5
COC(=O)CCC(=O)N1CCOCCOCCN(C(=O)CCC(=O)OC)CCOCCOCC1,1.5,0.7,-2.7,-1.3,-0.5,6,-0.7,2,-1.2,0,0
CCC(C)(C)NC(=O)C(c1ccc(OC)cc1)N(C(=O)CCC(=O)Nc1cc(C)on1)c1cccc(F)c1 (stereo not drawn),-0.2,-0.1,-2.9,-0.9,-0.8,7,2.0,2,-1.8,-5,-1
CCNC(=O)N(C(=O)NCC)n1c(C)nnc1C,-1.5,-0.3,-0.8,-1.1,-2.1,-5,-0.5,0,-0.6,2,-3
CC(C)C(NC(=O)COc1ccccc1)C(=O)O (stereo not drawn),-2.6,0.2,-0.6,-1.8,2.3,0,3.3,-2,0.3,2,-1
CCNC(=O)C1Cc2ccccc2CN1S(=O)(=O)c1ccc(F)cc1 (stereo not drawn),-1.7,-0.2,0.8,-1.4,0.6,3,0.9,0,-0.6,0,-6
Cc1ccc(SCCSc2nc(C)cc(=O)[nH]2)cc1,-2.0,0.1,3.1,-0.4,2.5,-6,5.0*,6,0.7,-3,3
N#Cc1cc2cc3c(cc2nc1N1CCCCC1)OCCO3,3.2,-0.6,2.9,-0.2,-5.3,7,1.8,-3,6.2*,-353,0
c1ccc(N2CCN(c3ccccc3)C2c2cccnc2)cc1,0.0,0.1,2.0,-1.5,0.3,24*,-0.1,0,-1.0,4,2
COC(=O)C1(C(=O)OC)C[C@H](/C=C/c2ccccc2)N(Cc2ccccc2OC)[C@@H]1c1cccs1,-0.2&-0.1,0.7&-0.2,/,-1.9&-0.9,-1.7&0.0,-1&-3,/,-5&-2,0.5&-1.0,-16&-6,5&-4
COc1ccc2c(c1)OC/C(=C/c1cccs1)C2=O,-3.6,4.2*,2.7,-0.4,9.6,-3,2.2,3,3.0,-6,-1
CN(C)Cc1c(C(=O)N/N=C/C=C/c2ccccc2)nnn1-c1nonc1N,-2.8,0.1,-1.1,-0.8,-1.6,-4,0.6,-1,1.1,-4,-4
CC(C(=O)OCC(=O)N(C)C1(C#N)CCCCC1)N1C(=O)c2ccccc2C1=O (stereo not drawn),-1.0,1.3,0.2,-1.1,-3.0,2,0.4,-2,-0.9,2,-2
CCCNCC(=O)Nc1sc2c(c1C(=O)Nc1c(C)n(C)n(-c3ccccc3)c1=O)CCCC2,0.9,-0.9,1.3,-1.6,-2.4,5,-0.1,-3,-2.0,8,8
Cc1ccc(C(=O)Nc2ccc3c(c2)nc2n3CCSC2)cc1,2.8,4.6*,1.6,0.4,9.9,-4,0.1,4,7.0*,-121,6
O=C(CSc1ccc2c(c1)OCCO2)Nc1ncc(Cl)cc1Cl,-1.4,-1.4,1.2,-1.4,-1.3,4,-1.3,-4,-2.0,7,-2

# Random draw from the library; any-hit rate near 7%.
